Bioassay records (PubChem BioAssay)
Polio RdRp inh: poliovirus RdRp elongation inhibitors, primary screen, biochemical, fluorescence polarization, total intensity. AID 588519, 2011. poliovirus polymerase elongation; hits give low values. actives 0.66% (n = 150,000). % elongation, % (compound at 16.7 µg/mL). Genome polyprotein (Poliovirus type 1 (strain Mahoney)), P03300; in the data active = % elongation below about 90%; also: some results filed as inactive read as strong as hits
Target sequence (P03300 1749-2209 limits assumed): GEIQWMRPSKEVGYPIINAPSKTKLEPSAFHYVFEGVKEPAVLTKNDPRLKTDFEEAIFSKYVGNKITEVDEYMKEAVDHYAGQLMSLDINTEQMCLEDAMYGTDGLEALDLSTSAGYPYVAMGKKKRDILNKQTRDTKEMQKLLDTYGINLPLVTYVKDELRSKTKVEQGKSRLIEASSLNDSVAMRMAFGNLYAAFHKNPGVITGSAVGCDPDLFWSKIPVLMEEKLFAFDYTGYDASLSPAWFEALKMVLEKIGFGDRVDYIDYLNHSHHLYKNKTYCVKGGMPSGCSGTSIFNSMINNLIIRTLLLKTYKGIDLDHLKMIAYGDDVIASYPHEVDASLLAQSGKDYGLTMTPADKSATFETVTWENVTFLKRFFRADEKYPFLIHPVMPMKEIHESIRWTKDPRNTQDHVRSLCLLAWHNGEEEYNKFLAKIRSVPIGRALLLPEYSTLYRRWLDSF
Polio RdRp inh FP z-score: also measured in Polio RdRp inh; calls as there; z-score; measured here: FP z-score; hits read low
The depositor's hits bear a star; & = joins results of further samples. Only part of the results is shown. The share of hits here may be higher or lower than overall.

SMILES	Polio RdRp inh	Polio RdRp inh FP z-score
O=C(Cn1cnc(S(=O)(=O)N2CCc3ccccc32)c1)NCc1ccccc1	101.0	0.2
CN1CCc2nc(SCC(=O)Nc3ccccc3OC(F)(F)F)c(C#N)cc2C1	103.0	0.3
O=C(CN1CCC(N2CCCCC2)CC1)NC(c1ccccc1)c1ccccc1	100.0	-0.8
CN(CC(=O)NC1CC(C)(C)NC(C)(C)C1)S(=O)(=O)c1ccc(Br)cc1	99.0	-1.5
Cc1cc(=O)[nH]c2c1c(C)nn2-c1ccccc1	101.0	-0.6
Cn1c(=O)oc2cc(S(=O)(=O)CCC(=O)N3CCN(c4ccccc4)CC3)ccc21	111.0	0.6
O=C(c1ccccc1)n1nc(-c2ccc(Cl)cc2)nc1NCc1ccco1	107.0	0.4
CCC(C(=O)Nc1ccccc1OC)n1c(C(=O)OC)cc2sccc21 (stereo not drawn)	104.0	1.1
CCOC(=O)C(C)(C)Oc1ccc(Cl)cc1	103.0&102.0	0.9&0.6
COC(=O)c1ccc(C2C(C(=O)Nc3ccccc3)=C(C)Nc3nc4ccccc4n32)cc1 (stereo not drawn)	103.0	0
Cc1ccc(-c2nnc(Nc3cccc(Cl)c3)c3ccccc23)cc1S(=O)(=O)N1CCOCC1	107.0	0.5
O=C(CSCc1ccccc1F)NCc1ccccc1	104.0	1
CC(C)Cn1c(=O)n(C)c(=O)c2cc(C(=O)c3cc(Cl)cc(Cl)c3O)cnc21	105.0	0.4
O=C(O)CCc1ccc(-c2ccccc2)n1CC(=O)Nc1ccccc1C(F)(F)F	111.0	0.9
Cn1c(C(=O)NCCc2ccccc2)cc(=O)n(C)c1=O	103.0	0.8
CCc1ccc(NC(=O)CSc2nc(-c3ccccc3)c(C#N)c(=O)[nH]2)cc1	109.0	0.4
O=C(CN(c1ccccn1)S(=O)(=O)c1ccccc1)N=Nc1c(O)[nH]c2ccccc12	101.0	0.1
Cc1csc(SCC(=O)c2cc(C)n(-c3ccccc3)c2C)n1	105.0	0.4
Cc1ccc(C(=O)CSc2nnnn2C2CCCC2)cc1C	103.0	0.1
Nc1nsc2ccccc12	100.0	-0.2
O=C(CSc1nc2c(sc(=S)n2Cc2ccco2)c(=O)n1-c1ccccc1)c1ccc(O)c(O)c1	102.0	0.7
CCN(CC)S(=O)(=O)c1ccc(NC(=O)Nc2ccc(F)cc2)cc1	98.0	-1.5
O=C(O)CNC(=O)C(O)(c1ccccc1)c1ccccc1	103.0	0.6
COc1cc(OC)cc(-c2nnc(SCC(=O)N3CCc4ccccc43)o2)c1	97.0	-0.5
CCOC(=O)c1[nH]c2c(c1Cc1ccccc1OC)C(=O)CC(c1ccc(OCC)cc1)C2 (stereo not drawn)	104.0	-0.5
C=CCNCC1OCc2ccccc2CO1	101.0	-0.3
O=c1cc(O)c2sc(SCc3ccncc3)nc2[nH]1	102.0	-0.7
Fc1ccccc1CSC1=NCCN1	103.0	0.3
CCCN1CCN(CCCNC(=O)Cn2nc(CC)n3c(cc4occc43)c2=O)CC1	106.0	-0.1
Cc1nnc(SCC(=O)Nc2ccc(F)cc2)o1	103.0	0.2
CC(=O)Nc1ccc(NC(=O)C2CCCN2S(=O)(=O)c2cccc3nsnc23)cc1 (stereo not drawn)	103.0	0.4
O=C(O)Cc1cncc(Br)c1	103.0	-0.1
COc1cc2c(cc1OC)C(c1cccnc1)N(C(C)=O)CC2 (stereo not drawn)	99.0	-0.2
Cc1ccccc1CCNC(=O)C1CCN(c2nc3ccccc3nc2C(F)(F)F)CC1	102.0	-1
CCc1cccc(-n2nnc(-c3nsc(NC(=O)c4ccc(C)cc4)n3)c2C)c1	110.0	0.8
COc1ccccc1OCC(=O)NCC1(N(C)C)CCCCC1	110.0	0.7
Cc1ccc(-c2ncc(-c3ccccc3)o2)cc1	100.0	-0.4
O=C(CC1SC(=Nc2ccc(OC(F)F)cc2)N(CCN2CCOCC2)C1=O)Nc1ccc(F)cc1F (stereo not drawn)	95.0	-0.7
NC(=O)C1(N2CCCCC2)CCN(C(=O)Nc2ccc(F)cc2)CC1	110.0	0.5
CN(Cc1c(F)cccc1Cl)C(=O)COc1ncnc2ccccc12	109.0	-0.1

Single entries from the results shown.
Polio RdRp inh FP z-score with `COc1cc(OC)cc(-c2nnc(SCC(=O)N3CCc4ccccc43)o2)c1` stands at -0.5
Polio RdRp inh with `Cc1nnc(SCC(=O)Nc2ccc(F)cc2)o1` stands at 103.0
Polio RdRp inh FP z-score with `O=C(CC1SC(=Nc2ccc(OC(F)F)cc2)N(CCN2CCOCC2)C1=O)Nc1ccc(F)cc1F` (stereo not drawn) stands at -0.7
Polio RdRp inh FP z-score with `Fc1ccccc1CSC1=NCCN1` stands at 0.3
Polio RdRp inh FP z-score with `O=C(O)CNC(=O)C(O)(c1ccccc1)c1ccccc1` stands at 0.6

Remaining list, next part.
SMILES	Polio RdRp inh	Polio RdRp inh FP z-score
C=CCn1c(SCC)nc(O)cc1=O	101.0	0.3
COc1cc(OC)cc(-c2nnc(SCc3cccc(S(=O)(=O)N(C)C)c3)o2)c1	112.0	0.5
CCC(C(=O)Nc1cccc(NC(C)=O)c1)c1ccccc1 (stereo not drawn)	112.0	1
O=C1NC(c2ccccc2)Nc2c1sc(=S)n2-c1ccccc1 (stereo not drawn)	103.0	0.3
CN1CCN(/N=C/c2sc(Nc3ccccc3)nc2Cl)CC1	70.0	-4.7
O=C1c2ccccc2C(=O)c2c1ncn2-c1ccccc1	105.0	0.9
Cc1cc(C)cc(OCC(=O)OCc2nnc(-c3ccccc3)o2)c1	109.0	0.8
Cc1cccc(NC(=O)Cn2c(=O)oc3cc(S(=O)(=O)NCc4ccccc4)ccc32)c1	108.0	1.2
CCOc1ccc(C2C(=O)N(C3CCCCCC3)CC(=O)N2CCc2ccc(OC)c(OC)c2)cc1OC (stereo not drawn)	108.0	-0.1
Nc1c(N(C(=O)CC2OC(=O)c3ccccc32)C2CCCC2)c(=O)[nH]c(=O)n1Cc1ccccc1 (stereo not drawn)	101.0	0
O=C(CSc1ncnc2c1oc1ccccc12)Nc1cccc2ccccc12	101.0	0.1
Cc1cc(OCC(=O)c2cc(C)n(-c3nccs3)c2C)ccc1Cl	105.0	0.3
CCOC(=O)c1csc(N2CCc3ccccc32)n1	104.0	0.7
CCOC(=O)c1c(NC(=O)CSc2cn(CCNC(=O)c3c(F)cccc3F)c3ccccc23)sc2c1CCC2	110.0	1.5
CCCCNC(=O)c1c(-c2ccccc2)c(-c2ccccc2)nn(C)c1=O	105.0	-0.2
Cc1ccc(-c2nc(C)c(CCNC(=O)c3ccco3)s2)cc1	113.0	1.5
COc1cc(Cl)c(S(=O)(=O)NCCc2c(C)[nH]c3c(C)cccc23)cc1Cl	106.0	0.5
COc1ccc(C(=O)CCC(=O)Nc2cc(C)ccc2C)cc1	108.0	0.7
CCN(C(=O)c1cc2c(C)nc3ccccc3c2o1)c1cccc(Cl)c1	103.0	0.5
O=c1c2ccccc2nnn1CSc1nnc(CN2CCCC2)n1Cc1ccccc1	106.0	0.5
CCOc1ncccc1C(=O)OCc1ccc(Cl)cc1	106.0	0.5
CCc1cccc(C)c1NS(=O)(=O)c1ccc(-n2cccn2)cc1	101.0	-1.5
Cc1c(OCC#N)ccc2c3c(c(=O)oc12)CCC3	101.0	-0.2
Cc1ncc(CO)c2cc(-c3nnc(Nc4cc(C(F)(F)F)ccc4Cl)s3)c(=O)oc12	103.0	0.2
CCCCNC(=O)Cn1cnc2sc(C)c(S(=O)(=O)N3CCN(c4ccccc4OC)CC3)c2c1=O	108.0	0.5
COc1ccc(OCC(=O)NCc2ccc3c(c2)CCN3C(=O)c2ccccc2)cc1	102.0	-1
Cc1ccc(C)c(NC(=O)c2ccc3c(c2)CCN3S(C)(=O)=O)c1	98.0	-2
O=C(Nc1cccc(C(F)(F)F)c1)N1CCC(CN2CCc3ccccc3C2)CC1	103.0	0.2
CCn1c(C2COc3ccccc3O2)n[nH]c1=S (stereo not drawn)	100.0	-1.1
NC(=O)CSc1oc(-c2ccco2)nc1S(=O)(=O)c1ccc(Br)cc1	100.0	-1.5
CNC(=O)c1c(NC(=O)c2nc(SCc3ccc(C)cc3)ncc2Cl)sc2c1CCCC2	108.0	0.1
COc1cccc(C2C(=O)N(C3CCC(C)CC3)CC(=O)N2CCc2ccccc2)c1OC (stereo not drawn)	101.0	0.1
N#CCOC(=O)c1cc2c(s1)CCCCC2	104.0	0.2
O=C(CN1C(=O)CCSc2ccccc21)N1CCCC1	101.0	-0.9
CCOc1ccc(NC(=O)C(Cc2ccccc2)NS(=O)(=O)c2ccc3c(c2)oc(=O)n3C)cc1 (stereo not drawn)	104.0	-0.9
Cc1ccc2nc3c(c(N)c2c1)CCCC3	99.0	-0.9
COc1cc(NS(=O)(=O)c2ccc3c(c2)CCCN3C(C)=O)cc(OC)c1OC	109.0	0.5
Cc1nc(Oc2ccc(Cl)cc2)c(C(=O)O)c(C)c1Cl	96.0	-0.6
CC1CCc2[nH]c3ccc(C(=O)NCCCN4CCCC4=O)cc3c2C1 (stereo not drawn)	102.0	-0.4
CCOC(=O)C1CCN(C(=O)C(Cc2ccccc2)NS(=O)(=O)c2ccc3c(c2)CCC(=O)N3)CC1 (stereo not drawn)	100.0	0.1
COc1cccc(NC(=O)C2CCN(c3nn4c(=O)cc(C)nc4s3)CC2)c1	99.0	-0.9
O=S(=O)(/N=S1/CCC2(C1)OCCO2)c1cc(C(F)(F)F)cc(C(F)(F)F)c1 (stereo not drawn)	106.0	0.3
COc1ccc(C(=O)OC2CC[C@@]3(C)C4CCC5[C@]6(O)C[C@H](O)[C@@]7(O)C(CN8CC(C)CCC8[C@@]7(C)O)[C@]6(O)C[C@@]53O[C@]24O)cc1OC (stereo partly drawn)	102.0	0.5
CC(=O)Nc1ccc(N/C=C/C(=O)c2ccco2)cc1	101.0	0.1
CCCC(c1nnnn1CCC(C)C)N1CCC(C(N)=O)CC1 (stereo not drawn)	103.0	0.5
CCCc1n[nH]c2c1/C(=N\OCC)CC(C)(C)C2	99.0	0.1
CC(CN(C)Cc1ccccc1)OC(=O)c1cccc(F)c1 (stereo not drawn)	101.0	-0.2
NC(=O)c1oc2ccccc2c1NC(=O)C1CC(=O)N(c2ccc(F)cc2)C1 (stereo not drawn)	99.0	-1.2
Cc1cccc(NC(=O)c2ccc(F)c(S(=O)(=O)NCc3ccc4c(c3)OCO4)c2)c1	113.0	1
O=C(O)COCC1CCCO1 (stereo not drawn)	101.0	-0.3
Cc1cccc(N2CCN(C(=O)Cn3cnc4sc(C)c(S(=O)(=O)N5CCN(c6ncccn6)CC5)c4c3=O)CC2C)c1 (stereo not drawn)	108.0	0.8
Cc1nc2ccccn2c1C1(O)C(=O)Nc2c(Cl)cc(Cl)cc21 (stereo not drawn)	102.0	0.4
CCc1ccccc1Nc1cc(C(=O)NCc2ccc(C)cc2)c2ccccc2n1	111.0	0.5
N=C(N)SCc1csc2c1CCCC2	102.0	0.4
CCOC(=O)c1c(NC(=S)Nn2cnnc2)sc2c1CCCCCC2	98.0	-1.1
CC(C)N(Cc1ccccc1)C(=O)CN1C(=O)COc2ccc(S(=O)(=O)N3CCCCCC3)cc21	116.0	0.2
O=C(c1cccc2ccccc12)N(C1CCCC1)C1CCCC1	105.0	0.2
CCCN1Cc2cccc(C(=O)N3CCN(c4ccc(OC)cc4)CC3)c2C1=O	102.0	0.8
CCc1cc2c3c(c(=O)oc2cc1OCC(=O)O)CCCC3	103.0	0.2
COC(=O)c1ccc(NC(=O)CSc2nnc(N)s2)cc1	102.0	0

Next structures:
SMILES	Polio RdRp inh	Polio RdRp inh FP z-score
COc1cc(-c2nnc(SCC(=O)Oc3ccccc3)o2)cc(OC)c1OC	97.0	-1.7
COc1ccc(C(CNC(=O)c2ccc(C)cc2)N2CCOCC2)cc1 (stereo not drawn)	112.0	0.9
CCCN(CCC)C(=O)c1cc(-c2ccc3c(c2)OCO3)nc2ccccc12	103.0	0.6
Cc1cc2nnc(SCc3ccc(Cl)cc3)n2c2ccccc12	103.0	0.4
Cc1ccc(OCc2cc(=O)n3ccsc3n2)c(NC(=O)c2ccco2)c1	105.0	-0.4
COc1ccc(N(C)C(=O)CCS(=O)(=O)c2cccc3nsnc23)cc1	105.0	-0.1
CCCCOC(=O)c1c(N)n(-c2ccc(OC)cc2OC)c2nc3ccccc3nc12	108.0	1
O=C1C2C3CC4C1C1C2CC3C41 (stereo not drawn)	107.0	0.5
COc1ccc(CN(C)C(=O)C2CC3C=CC2C3)c(OC)c1 (stereo not drawn)	106.0	0.3
COc1ccccc1C1C(C(=O)OCC(N)=O)CCC(=O)N1c1ccc(C)cc1 (stereo not drawn)	105.0	0.6
CCc1ccc(C2=CC(c3cccc(C)c3)n3c(nc4ccccc43)N2)cc1 (stereo not drawn)	105.0	0.2
Cc1ccc(CNS(=O)(=O)c2ccc3[nH]c4c(c3c2)CCCC4)cc1	109.0	0.7
Cc1cc(Nc2cccc(C(F)(F)F)c2)nc2ccc(NC(=O)c3cccnc3)cc12	107.0	0.3
COc1ccc(NC(=O)c2coc(C)c2)cc1	103.0	0.4
O=C(Nc1ccc(N2C(=O)Nc3ccccc3N2O)cc1)c1ccco1	100.0	-0.4
Cc1ccc(-c2noc(COC(=O)CCC(=O)c3ccc(Cl)s3)n2)cc1	102.0	-0.1
CCCCN(C(=O)c1c(C)oc2ncn(C)c(=O)c12)C1CCN(C(C)=O)CC1	104.0	0.4
Cc1ccc2c(c1)c1c(c(=O)n(-c3ccccc3)c(=O)n1Cc1ccccc1C)n2C	107.0	-0.2
Cc1cc(C(F)(F)F)nc2ccccc12	100.0	-0.5

Another view of part of the listing above:
SMILES,Polio RdRp inh,Polio RdRp inh FP z-score
NC(=O)CSc1oc(-c2ccco2)nc1S(=O)(=O)c1ccc(Br)cc1,100.0,-1.5
CCc1cc2c3c(c(=O)oc2cc1OCC(=O)O)CCCC3,103.0,0.2
Cc1cc(Nc2cccc(C(F)(F)F)c2)nc2ccc(NC(=O)c3cccnc3)cc12,107.0,0.3
CCOc1ncccc1C(=O)OCc1ccc(Cl)cc1,106.0,0.5
Cc1cccc(N2CCN(C(=O)Cn3cnc4sc(C)c(S(=O)(=O)N5CCN(c6ncccn6)CC5)c4c3=O)CC2C)c1 (stereo not drawn),108.0,0.8
Cc1ccc2nc3c(c(N)c2c1)CCCC3,99.0,-0.9
CCc1cccc(C)c1NS(=O)(=O)c1ccc(-n2cccn2)cc1,101.0,-1.5
